M. tuberculosis = growth inhibition of non-replicating M. tuberculosis (AID 488890) | Mycobacterium tuberculosis non-replicating, growth inhibition; higher % means a stronger effect | inhibition, % at 25 µM, or IC50 in µM where a hit was titrated | 0.39% of 320,000 active; in the data active = a potency from the dose series; inconclusive = inhibition mostly from about 82% at the one dose, without a potency; inactive = the rest, 99 in 100 with inhibition below about 76%;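 note: plate controls were DMSO cells for no effect and high antibiotic wells for full effect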
H1N1 NS1A inhibition = H1N1 influenza NS1A inhibitors, functional cell based assay (AID 504329); NS1A functional cell-based assay, percent inhibition; higher % means a stronger effect; inhibition, % at 12.5 µM; hits with a dose series show IC50 in µM; 0.3% of 340,000 active; in the data active = a potency from the dose series; inconclusive = inhibition above about 27% without an active follow-up result; note: strong numbers were not always called active
PhoP GFP inhibition = PhoP regulon inhibitors, Salmonella typhi PhoP promoter GFP reporter, confirmatory (AID 1850). Salmonella Typhi PhoP-promoter GFP reporter, fluorescence, 4 h; higher % means a stronger effect. inhibition, % at 50 µM; hits with a dose series show IC50 in µM. 0.33% of 310,000 active; in the data active = a potency from the dose series; inconclusive = inhibition mostly from about 25% at the one dose, without a potency; inactive = the rest, 99 in 100 with inhibition below about 19%;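 note: 0% = induced wells with vehicle and 100% = uninduced wells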
inhibitors of VEEV = inhibitors of VEEV TC-83 cytopathic effect, confirmation, Vero cells (AID 588727); Vero cells, VEEV TC-83 cytopathic effect inhibition; higher % means a stronger effect; 0.13% of 350,000 active; inhibition, % at 20 µM; hits with a dose series show IC50 in µM; in the data active = a potency from the dose series; inconclusive = inhibition mostly from about 14% at the one dose, without a potency; inactive = the rest, 99 in 100 with inhibition below about 12%; note: strong numbers were not always called active
M. tuberculosis HTS = M. tuberculosis growth inhibition, HTS (AID 449762) | M. tuberculosis H37Rv growth inhibition, 7H9 media; higher % means a stronger effect | inhibition, % at 25 µM; hits with a dose series show IC50 in µM | 0.59% of 330,000 active; in the data active = a potency from the dose series; inconclusive = inhibition above about 70% without an active follow-up result;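 note: bacterial growth assessed after seven days of incubation; strong numbers were not always called active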
inhibitors of VEEV 10K pilot screen = further read-out of inhibitors of VEEV, marked with its call; inhibition, %; measured here: 10K pilot screen inhibition
* = called active by the depositor; i = inactive; ? = inconclusive; nt = not tested or not shown. Compounds as they come (roughly 1.5% active in at least one column).

SMILES | M. tuberculosis | H1N1 NS1A inhibition | PhoP GFP inhibition | inhibitors of VEEV | M. tuberculosis HTS | others
O=C(NCc1ccccc1)c1onc(CSc2ccc(F)cc2)c1C(=O)NCc1ccccc1 | -8% | 3% | -6% | 2.7% | -1%
O=C(CCc1nc(-c2ccccc2Cl)no1)Nc1cccnc1 | 6% | 7% | -4% | 1.4% | -1%
CCOc1cc(/C=N/NC(=O)C2CCCC2)ccc1O | 0% | -11% | -6% | i | -4%
CCCCOc1ccc(C(=O)Nc2ccncc2)cc1 | 64% | -12% | 9% | 4.8% | 61%
CCc1nnc(NC(=O)[C@@H]2CCCN2S(=O)(=O)c2ccc3c(c2)OCCO3)s1 | -7% | 5% | -8% | i | -10%
CCN(CC)c1ccc2c(c1)CCCN2 | 19% | nt | -2% | nt | 11%
CC(C)CC(=O)c1c[nH]c(C(=O)NCC2CCCO2)c1 (stereo unspecified) | -4% | 1% | -4% | 6.4% | -4%
COc1ccc(CCN(C(=O)/C=C/C(=O)O)C2CC(=O)N(c3ccccc3)C2=O)cc1 (stereo unspecified) | -18% | nt | -4% | 0.1% | -5%
CCc1nnc(NC(=O)CSc2nnc(-c3ccc(NS(=O)(=O)c4ccccc4)cc3)o2)s1 | 29% | 13% | -4% | 0.8% | 2%
CCN(CC(=O)Nc1c(F)cccc1F)C(=O)CSc1nc2ccccc2o1 | 6% | -4% | 5% | 2.2% | 2%
Fc1ccc(NCc2nnc(SCc3nnc(-c4ccccc4)o3)n2CC2CCCO2)cc1 (stereo unspecified) | -6% | 13% | 0% | 5.1% | -11%
Cn1nc(C(F)(F)F)c(-c2ccc(F)cc2)c1NC(=O)Nc1ccc(F)cc1 | 24% | nt | 4% | 4.8% | 10%
O=c1c2ccc([N+](=O)[O-])c3cccc(c32)c2nc3ccccc3n12 | 9% | nt | 10% | nt | 15%
Cc1ccccc1CSCCNC(=S)Nc1ccccc1 | ? | 13% | -8% | i | 58%
CCN(CC)CCCNc1nnc(C)c(=O)[nH]1 | -9% | 2% | 5% | 0.2% | 2%
CNC(=O)C(=O)Nc1cc2c3c(c1)CCC(=O)N3CCC2 | 0% | -4% | -10% | 0.2% | -2%
CCN1CCN(S(=O)(=O)c2ccc(Cl)c(C(=O)NC(C)c3ccccc3Cl)c2)CC1 (stereo unspecified) | 6% | 0% | 2% | 0.4% | -3%
COc1ccc(C(CNC(=O)C2CCN(S(=O)(=O)c3ccc(F)cc3)CC2)N(C)C)cc1 (stereo unspecified) | 11% | 5% | -4% | 0.5% | 5%
CN(C)CCNC(=O)c1cc2c(s1)-c1ccc(Cl)cc1SC2 | ? | -8% | 4% | i | ?
CC(=O)NC1C(OCc2ccccc2)OC2COC(C)(C)OC2C1O (stereo unspecified) | -2% | 3% | 3% | 0.9% | -7%
COc1ccccc1N1C(=O)C2C(C(=O)c3ccccc3)=NN(c3ccccc3OC)C2C1=O (stereo unspecified) | 8% | -33% | -8% | 1.6% | -2%
COc1ccc(S(=O)(=O)N2CCOCC2)cc1NC(=O)C1COc2ccccc2O1 (stereo unspecified) | 6% | 7% | 9% | 8.6% | 41%
CCOC(=O)CNc1c(-c2ccc(O)cc2)nc2ccccn12 | 74% | 5% | -4% | 0.8% | -4% | inhibitors of VEEV 10K pilot screen=0.6
Cc1cc(C)c(NC(=O)CSc2nncn2-c2cccnc2)c(C)c1 | -5% | -4% | 6% | 0.8% | -8%
Cn1c(=O)c2c(nc(N3CCOCC3)n2CCNC2=NCCC2)n(C)c1=O | 10% | -9% | 7% | 4.9% | 0%

(further entries)
SMILES | M. tuberculosis | H1N1 NS1A inhibition | PhoP GFP inhibition | inhibitors of VEEV | M. tuberculosis HTS | others
CCCn1nc(Oc2nc(NCC)nc(NCC)n2)ccc1=O | 13% | 12% | -3% | 9.8% | -3%
Cn1nnnc1Sc1ncnc2scc(-c3cccc4ccccc34)c12 | 56% | -5% | nt | 6.6% | 61%
O=C1NC(c2ccccc2)(C(F)(F)F)SC2=CCCCCN12 (stereo unspecified) | 9% | 1% | 0% | i | 3%
COc1ccc(NC(=O)c2cc(Br)c(Br)s2)cn1 | 75% | 3% | 10µM* | 5.6% | -2%
O=C(NCc1ccc2c(c1)OCO2)C1CCC(=O)N1C1CCCC1 (stereo unspecified) | -3% | -5% | 5% | 0.6% | -6%
CCn1c(SCC(=O)NC(C)(C)C)nnc1-c1ccncc1 | -4% | -7% | -13% | 1.4% | 4%
CCOc1ccc(CN2CCNC(=O)C2CC(=O)NCC2CCOCC2)cc1 (stereo unspecified) | -6% | -8% | -9% | 1.7% | -9%
CCCCc1c(C)nc2c(OC)cccc2c1SCC(=O)O | 1% | -16% | -7% | 0.7% | -3%
O=C(COc1ccc(F)cc1)N1CCc2ccccc2C1 | 76% | 0% | 5% | i | 0%
CN(C)C(=O)Oc1cccc(NC(=O)N2CCOCC2)c1 | -4% | -14% | -5% | 5.6% | -8%
Cc1ccc(OCC(=O)NCCN2CCCC2)cc1 | -2% | -13% | 4% | 1.5% | 9%
CCOC(=O)C1C(=O)OC2(CCCCC2)C1C(=O)OCC (stereo unspecified) | -2% | -10% | -12% | 0.5% | 3%
COc1ccc(N(C(=O)C2COc3ccccc3O2)C(C(=O)NC2CCCCC2)c2ccccc2)cc1OC (stereo unspecified) | 60% | -6% | -5% | 10% | 7%
O=C(NCCc1ccc(F)cc1)c1cc([N+](=O)[O-])ccc1N1CCOCC1 | 8% | -3% | 4% | 3.8% | 3%
CCCCCN(C(=O)CCC(=O)OCC(=O)N1CCCC(C)C1)c1c(N)n(CCCC)c(=O)[nH]c1=O (stereo unspecified) | -13% | 16% | 0% | 4.6% | -14%
CCCCn1c(N)c(N(CCOC)C(=O)COC(=O)Cc2cccc(OC)c2)c(=O)[nH]c1=O | -14% | -7% | 3% | 1.4% | 6%
CCNC(=O)COC(=O)c1cc(-c2ccccc2)nn1-c1ccccc1 | 66% | -5% | 3% | 0.5% | 3%
O=C(CSc1nccc(-c2cccs2)n1)Nc1ccccc1 | 31% | -1% | -11% | 0.3% | 5%
COc1ccc(CC(=O)NCC(=O)NCc2cc(=O)n(C)c(=O)n2C)cc1 | -6% | 6% | 8% | 0.6% | 0%
COC(=O)C1=CN(c2cccc(Cl)c2)C=C(C(=O)OC)C1c1cccc(OC)c1 | 0% | -10% | 1% | 4.4% | 3%
O=C(Oc1ccc(-c2ccccc2)cc1)N1CCOCC1 | -3% | -7% | -1% | 4.2% | -9%
CC(NC(=O)CNC(=S)N(Cc1ccccc1)Cc1cccnc1)c1ccccc1 (stereo unspecified) | 19% | 11% | -2% | 5.4% | -2%
Cc1cc(C(F)F)n2ncc(C(=O)NCc3ccccc3C(F)(F)F)c2n1 | -7% | -6% | -11% | 8.0% | -4%
COc1ccc2[nH]c(C(=O)N3CCCN(Cc4ccc(F)cc4)CC3)cc2c1 | 32% | 14% | -1% | 6.2% | -8%
C/C(CC(=O)Nc1ccccc1F)=N\NC(=O)Cc1ccc(Cl)cc1 | 4% | 1% | 1% | 1.6% | 0%

Compounds listed so far that contain a Cl atom (five):
SMILES | M. tuberculosis | H1N1 NS1A inhibition | PhoP GFP inhibition | inhibitors of VEEV | M. tuberculosis HTS | others
O=C(CCc1nc(-c2ccccc2Cl)no1)Nc1cccnc1 | 6% | 7% | -4% | 1.4% | -1%
CCN1CCN(S(=O)(=O)c2ccc(Cl)c(C(=O)NC(C)c3ccccc3Cl)c2)CC1 (stereo unspecified) | 6% | 0% | 2% | 0.4% | -3%
CN(C)CCNC(=O)c1cc2c(s1)-c1ccc(Cl)cc1SC2 | ? | -8% | 4% | i | ?
COC(=O)C1=CN(c2cccc(Cl)c2)C=C(C(=O)OC)C1c1cccc(OC)c1 | 0% | -10% | 1% | 4.4% | 3%
C/C(CC(=O)Nc1ccccc1F)=N\NC(=O)Cc1ccc(Cl)cc1 | 4% | 1% | 1% | 1.6% | 0%

Going on with the list.
SMILES | M. tuberculosis | H1N1 NS1A inhibition | PhoP GFP inhibition | inhibitors of VEEV | M. tuberculosis HTS | others
Cc1nn(C)c(Cl)c1NC(=O)OCc1ccc(F)cc1 | -4% | 1% | -5% | i | -8%
C=CCOc1cccc(C(=O)N2CCCC(Nc3ccc4c(c3)OCCO4)C2)c1 (stereo unspecified) | 15% | -6% | -9% | 1.1% | -5%
COC(=O)CCC(=O)Nc1cccc(C(=O)Nc2cccc(Cl)c2)c1 | -7% | 24% | -2% | 0.0% | 1%
NC(=O)C1(NC(=O)[C@@H]2CC3(CC(c4cccc(NC(=O)[C@@H]5CCC(=O)N5)c4)=NO3)CN2C(=O)Cc2ccc(Cl)cc2)CC1 (stereo partly specified) | -10% | 10% | -20% | 0.3% | 1%
CN(CCOc1ccc(C=C2C(=O)NC(=O)NC2=O)cc1)c1ccccn1 | 30% | -2% | 1% | 2.8% | 67%
COc1cc(S(=O)(=O)Nc2ccc3c(c2)C(=O)N(C)C3=O)ccc1NC(C)=O | -3% | 1% | nt | 5.3% | 8%
COc1cccc(N(C(=O)c2cnccn2)C(C(=O)NC2CCCCC2)c2ccc(Cl)cc2)c1 (stereo unspecified) | -5% | 3% | -8% | 0.5% | -7%
COc1ccc(-c2nc(N)ncc2Oc2ccccc2Br)c(O)c1 | 10% | 4% | -5% | 4.8% | 6%
Cc1ccc(Cl)cc1N1CCN(S(=O)(=O)c2ccc3c(c2)CC(=O)N3C)CC1 | 5% | 4% | 2% | 3.6% | 5%
CCCCCN(C(=O)CCC(=O)OCC(=O)N1C(C)CCCC1C)c1c(N)n(CCCC)c(=O)[nH]c1=O (stereo unspecified) | -5% | -2% | -2% | 2.2% | -13%
NC(=O)c1nsc(C(=O)N(c2ccccc2)C(C(=O)NC2CCCC2)c2cccs2)c1N (stereo unspecified) | -17% | 9% | -8% | 1.1% | 7%
COc1ccccc1NC(=S)N(CCc1ccc(OC)c(OC)c1)Cc1ccccn1 | 43% | -10% | 11% | 0.7% | 6%
O=C(N/N=C/c1cccnc1)c1ccc(Cn2cc([N+](=O)[O-])cn2)o1 | 7% | -1% | -3% | 0.2% | -7% | inhibitors of VEEV 10K pilot screen=2.5
Cc1cccc(C)c1NC(=S)N/N=C/c1ccccc1C(=O)O | 9% | 3% | -5% | 0.1% | -12%
CCCn1c(SCC(=O)Nc2ccc3c(c2)OCCO3)nnc1-c1ccco1 | 0% | 6% | 4% | 1.7% | -7%
CCN1CCN(Cc2cc(OC)c(OC)cc2[N+](=O)[O-])CC1 | 3% | nt | -13% | nt | 3%
Cc1cccc(-n2c(=O)c3ccccc3n3c(=S)[nH]nc23)c1C | -6% | 1% | 2% | 0.5% | 2%
O=C(NCCCNC(=O)c1cncc(O)c1)c1cncc(O)c1 | -7% | -1% | -6% | 1.3% | -4%
Cc1ccc(C(=O)OCC(=O)Nc2ccc3c(c2)OCO3)o1 | 28% | 6% | -15% | 1.0% | -15%
COC(=O)[C@@H](Cc1c[nH]c2ccccc12)NC(=O)CCC(=O)c1ccc(F)cc1 | 32% | -3% | 5% | i | 0%
O=C(COc1cc(Cl)c(Cl)cc1Cl)Nc1ccncc1 | 66% | 6% | -2% | 1.1% | -10% | inhibitors of VEEV 10K pilot screen=0.3
Cc1cc(C)n(-c2ccc(C(=O)Nc3ccc(C)c(S(=O)(=O)N(C)C)c3)cc2)n1 | 12% | -6% | -9% | 5.4% | -8%
COc1ccc(NC(=O)CN2CCN(C(=O)c3ccco3)CC2)c(OC)c1 | 10% | -5% | -5% | 0.9% | -3%
CC1(C)CC(=O)C2=C(C1)NC1=C(C(=O)c3ccccc31)C2c1ccc(O)cc1 (stereo unspecified) | 51% | 7% | 3% | 13% | 4%
COc1ccccc1CCN1C(=S)NC(C)(C)CC1(C)O (stereo unspecified) | 9% | 4% | 0% | 1.3% | 6%
COc1cc(OC)c(C2Oc3nc(SC)nnc3-c3ccccc3N2C(C)=O)cc1OC (stereo unspecified) | 6% | 4% | -3% | 0.8% | -7%
Cc1ccccc1N(CC(=O)NC1CCCCC1)C(=O)c1csnn1 | -12% | 7% | -12% | i | 7%
O=C1NC(C(=O)O)=CC(c2ccc([N+](=O)[O-])cc2)N1 (stereo unspecified) | 10% | -2% | 2% | 0.3% | 1%

In the list so far, these contain bromine.
SMILES | M. tuberculosis | H1N1 NS1A inhibition | PhoP GFP inhibition | inhibitors of VEEV | M. tuberculosis HTS | others
COc1ccc(NC(=O)c2cc(Br)c(Br)s2)cn1 | 75% | 3% | 10µM* | 5.6% | -2%
COc1ccc(-c2nc(N)ncc2Oc2ccccc2Br)c(O)c1 | 10% | 4% | -5% | 4.8% | 6%

From PubChem
